PfHsp90 set2: growth inhibition of PfHsp90-expressing yeast, primary screen, antimalarial PfHsp90 inhibitor project, S. cerevisiae, BacTiter-Glo luminescence, single point, set 2. AID 504621, 2011. actives 0.32% (n = 310,000). BacTiter-Glo ATP, 48 h; yeast lacking PDR1 and PDR3 efflux regulators. inhibition, % at 9.4 µM;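 active means every replicate shows inhibition above about 80%, whatever the replicate mean, limit read from the data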;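 further: 0% = DMSO neutral controls and 100% = 20 µM radicicol positive controls; yeast relying on Plasmodium falciparum Hsp90 in place of its own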
Ecoli viability: E. coli V3065 growth inhibition, primary screen, counter-screen for AddAB inhibitor project, absorbance, OD600. 18 h. inhibition, % at 11.9 µM. actives 0.27% (n = 330,000);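 active means inhibition above the campaign's mean inhibition across all tested compounds plus 3 SD, cut at about 9.9% in these data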;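 further: uninfected addAB+ strain grown without phage in ampicillin broth; 0% = DMSO wells and 100% = ciprofloxacin 0.95 µg/ml wells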
phage Ecoli inh: growth loss of phage-infected E. coli, primary screen, RecBCD inhibitor project, absorbance, with phage, HTS. inhibition, % at 11.9 µM. actives 0.26% (n = 360,000). AID 651602, 2012; in the data active means inhibition above about 11%
OPRM1-OPRD1 inv: inverse agonists of MOR-DOR heterodimerization, primary screen, cell-based, luminescence. cell-based MOR-DOR heterodimer luminescence, inverse agonism. actives 0.21% (n = 340,000). AID 504357, 2011. inhibition, % at 9.3 µM; in the data active means inhibition above about 22%, passing the limit was not always enough;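 further: 0% = cells with DMSO and 100% = wells without cells with DMSO; values of inactives mirror those of a sister screen read the other way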
Target sequence (P35372 whole entry, looked up): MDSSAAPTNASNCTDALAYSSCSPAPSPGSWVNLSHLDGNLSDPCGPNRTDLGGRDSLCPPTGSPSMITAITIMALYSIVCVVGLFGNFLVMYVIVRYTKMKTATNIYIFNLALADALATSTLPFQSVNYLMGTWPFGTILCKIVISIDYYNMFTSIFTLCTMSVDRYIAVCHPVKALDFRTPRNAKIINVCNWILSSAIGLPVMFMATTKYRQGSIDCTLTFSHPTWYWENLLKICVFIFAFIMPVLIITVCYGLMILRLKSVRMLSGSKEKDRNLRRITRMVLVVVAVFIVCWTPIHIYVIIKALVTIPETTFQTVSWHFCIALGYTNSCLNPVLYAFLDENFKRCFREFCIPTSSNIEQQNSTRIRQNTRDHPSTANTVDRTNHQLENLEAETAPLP
Target sequence (P41143 whole entry, looked up): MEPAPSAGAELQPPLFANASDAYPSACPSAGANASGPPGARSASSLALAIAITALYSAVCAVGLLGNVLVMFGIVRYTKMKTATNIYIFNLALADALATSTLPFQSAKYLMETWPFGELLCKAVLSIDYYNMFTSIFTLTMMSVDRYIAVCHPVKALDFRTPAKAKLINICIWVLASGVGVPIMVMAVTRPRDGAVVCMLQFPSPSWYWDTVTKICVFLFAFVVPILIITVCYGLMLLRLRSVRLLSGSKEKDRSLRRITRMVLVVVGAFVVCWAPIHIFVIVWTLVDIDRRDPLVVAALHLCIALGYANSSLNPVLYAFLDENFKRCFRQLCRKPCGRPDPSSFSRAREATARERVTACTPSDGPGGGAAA
Tat export inh: E. coli Tat export inhibitors, primary screen, MC4100, TorA-mCherry reporter, fluorescence, single point. inhibition, % at 10 µM. actives 0.036% (n = 340,000);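 active means mean replicate inhibition at least 50% and at least half of replicates individually reaching 50%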;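 further: exported cargo escapes ClpAP degradation while cytoplasmic cargo is degraded and loses fluorescence; 0% = median of neutral control wells and 100% = median of NaSCN control wells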
AddAB inh: growth inhibition of E. coli expressing H. pylori AddAB, primary screen, AddAB inhibitor project, absorbance | actives 0.29% (n = 330,000) | AID 435030, 2010 | inhibition, % at 11.9 µM; in the data active means inhibition above about 12%;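 further: 0% = vehicle wells of infected cells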
DSG3 Ab inh: inhibitors of pemphigus antibody binding to DSG3, primary screen, biochemical, bead-based, flow cytometry, scFv-GFP; Desmoglein-3 (Homo sapiens), P32926; DSG3-coupled beads, scFv-anti-DSG3-GFP binding; stronger effect = lower value; binding (percent of control), % at 10 µM; actives 0.48% (n = 310,000); AID 588358, 2011;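 active means binding more than 3 SD below its plate's average and above zero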;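 further: hits lower antibody fragment binding to DSG3; some compounds called inactive have numbers as strong as hits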
SUMO Mot1 rescue: yeast Mot1-301 growth rescue at high temperature, primary screen, SUMOylation pathway inhibitor project, S. cerevisiae, ATP luminescence, 38.5C. growth rescue, % at 18.8 µM. S. cerevisiae Mot1-301 growth rescue; percent above DMSO median, 100 means doubled. actives 1% (n = 320,000);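 active means every valid replicate shows activation above 250% relative to neutral control wells; inactive means the rest, any valid replicate at or below 250%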;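 further: OY570 slx delta 5 strain wells were the positive control but not used for scaling; some compounds called inactive have numbers as strong as hits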
OPRM1-OPRD1 ag: agonists of OPRM1-OPRD1 heterodimerization, primary screen, cell-based, luminescence; activation, % at 9.3 µM; Mu-type opioid receptor (Homo sapiens) + Delta-type opioid receptor (Homo sapiens), …; cells; actives 0.3% (n = 340,000); in the data active means activation above about 18%;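 further: 0% = vehicle-treated cells and 100% = reference agonist; values of inactives mirror those of a sister screen read the other way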
Arrestin-AP2 inh: inhibitors of beta-arrestin/AP2 binding, primary screen, biochemical, GPCR trafficking, flow cytometry; FITC-arrestin peptide / GST-AP2 beads; AP2 beta2 appendage carries R879A mutation; actives 0.31% (n = 340,000); inhibition, % at 10 µM; AID 504490, 2011; beta-arrestin 1 C-terminal peptide binding to AP2 beta2-adaptin appendage (human);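 active means inhibition above a set limit, near 3 SD of compounds lacking own fluorescence, cut at about 54% in these data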;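 further: plate controls were DMSO wells for no effect and 5 µM unlabelled arrestin peptide for full effect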
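test system = AP2 appendage R879A on GSH beads | buffer or medium = PBS plus Tween 20 (0.05%) and BSA (0.1%) | incubation = 12 min plus 1 h, RT | detection = bead flow cytometry, FITC channel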
PKA-R1A activ: activators of PKA-R1A holoenzyme, primary screen, biochemical, fluorescence polarization, Cy5-IP20, bovine R1A, mouse PKAc. PKA-R1A dissociation; scaled: DMSO 0%, 113 µM cGMP 100%. activation, % at 11.4 µM. actives 0.083% (n = 340,000). AID 504707, 2011;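 active means percent activation above the mean of all tested compounds plus 3 SD, cut at about 19% in these data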;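 further: higher means more PKAc released from R1A so a rise in polarization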
* marks the source's active call; other numbers are inactive results; . = no result given.

no.	Molecule	PfHsp90 set2	Ecoli viability	phage Ecoli inh	OPRM1-OPRD1 inv	Tat export inh	AddAB inh	DSG3 Ab inh	SUMO Mot1 rescue	OPRM1-OPRD1 ag	Arrestin-AP2 inh	PKA-R1A activ
1	CCOC(=O)C1CCN(S(=O)(=O)CCNC(=O)c2ccc(F)cc2)CC1	0	-2.9	2.7	9	-1	0.4	104	.	-1.4	-12	-9
2	Cc1cc(=O)[nH]c(N/N=C/c2ccc(N(C)C)cc2)n1	17	-1.5	6.3	14	5	-1.8	102	65	-2.6	0	-10
3	O=C1C2CC=CCC2C(=O)N1Cc1ccccc1 (centres undefined)	9	-2.1	0.6	2	-3	3.4	99	196	-0.3	19	-9
4	O=C(Nc1ccccc1-c1ccccc1)c1ccc(Cl)c([N+](=O)[O-])c1	5	0.8	0.9	-16	1	1.1	49	-10	3.1	15	-3
5	CCOc1cc(NC(=O)c2ccccn2)c(OCC)cc1NC(=O)c1ccc(C)cc1	-16	-0.6	2.8	8	-5	-1.6	87	1	-1.5	6	7
6	Cn1c(=O)c2c(ncn2CC(=O)N2CCN(S(=O)(=O)c3ccc(F)cc3)CC2)n(C)c1=O	-20	-0.2	-2.1	.	1	0.9	.	-13	.	-5	3
7	COc1ccc(-c2nnc3ccc(SCC(=O)N4CCCC4)nn23)cc1	-4	-1.6	2.7	8	-6	1.0	100	8	-1.5	19	1
8	Cc1ccc(CNC(=O)CCNS(=O)(=O)c2cccc3nonc23)cc1	-22	2.7	2.0	2	-10	-0.7	107	-3	-0.3	6	-1
9	Cc1nnc(SCC(=O)Nc2ccc3[nH]c(=O)[nH]c3c2)s1	.	0.1	1.5	-6	0	0.0	109	-15	0.9	30	-4
10	Cc1ccc(CN2C(=O)[C@@H]3Cc4c([nH]c5ccccc45)C(C)(C)N3C2=O)cc1	-22	1.0	2.8	-44	-1	2.8	100	242	8.2	2	2
11	CC1C/C(=N\NC(=O)c2ccc(NS(=O)(=O)c3ccc(Br)cc3)cc2)CC(C)(C)C1 (centres undefined)	18	0.6	3.2	17	3	0.3	101	6	-3.3	0	-3
12	O=c1nc(N/N=C/c2ccccn2)cn[nH]1	13	29*	31*	-1	-26	29*	97	-14	0.2	15	-4
13	COc1ccccc1C(=O)NCCC(=O)NC1CCCCCC1	13	0.8	2.0	5	-3	1.7	93	29	-1.3	2	1
14	COc1ccc(/C=N\n2nnc3ccccc32)cc1	5	-3.1	0.9	-15	0	-0.4	.	-33	3.0	-1	-5
15	Cc1cccc(CS(=O)(=O)Cc2ccc(C(=O)NCc3ccco3)o2)c1	-8	3.4	2.7	-3	6	3.4	92	-1	0.5	4	-10
16	CC(C)=CC(=O)OCC(=O)Nc1ccc(SC(F)F)cc1	13	0.5	4.6	6	-4	4.5	104	-8	-1.2	-7	-3
17	Cc1ccc(SCc2cc(=O)[nH]c(Nc3nc(C)c4cccc(C)c4n3)n2)cc1	-7	0.8	0.9	12	2	3.7	100	-3	-2.1	2	6
18	COc1ccc(C(=O)NCCN(C)C)c2nc3ccccc3cc12	-5	.	0.9	18	-14	.	84	.	-4.1	-17	-7
19	O=C(Nc1nnc(SCC(=O)N2CCCc3ccccc32)s1)c1ccc2ccccc2c1	-24	1.0	-4.3	15	0	5.2	106	-8	-2.9	-5	6
20	Cc1cc(C)c(CN2CCCC(CNC(=O)c3ccc(F)cc3)C2)c(-n2cccn2)c1 (centres undefined)	-11	-2.4	1.3	20	5	0.6	102	284	-4.3	28	-3
21	CCc1ccc(-c2cc(C)no2)cc1S(=O)(=O)N1CCN(c2ccc(C(C)=O)cc2)CC1	-35	-1.8	-1.1	11	8	1.9	102	-10	-2.2	-8	-1
22	O=C(O)CSc1nnc(-c2ccncc2)n1CCc1ccccc1	.	-0.5	2.6	-3	-10	2.0	125	-11	0.5	11	-4
23	Cc1ccc(C(=O)N2CCN(c3cccc(C)c3C)CC2)cc1S(=O)(=O)N1CCOCC1	-20	0.0	2.3	-9	-2	3.4	115	3	2.2	2	9
24	CCN(CC)C(=O)CSc1nc2[nH]ncc2c(=O)[nH]1	12	-2.9	3.4	6	-6	0.1	83	1	-0.9	-4	-4
25	c1ccc2c(c1)oc1c(NCC3CCCO3)ncnc12 (centres undefined)	-20	1.6	1.2	0	6	-0.4	100	4	-0.1	4	-12

phage Ecoli inh, hit marks shown above.
# | molecule | phage Ecoli inh | OPRM1-OPRD1 inv | Tat export inh | DSG3 Ab inh | SUMO Mot1 rescue | OPRM1-OPRD1 ag | Arrestin-AP2 inh | PKA-R1A activ
12 | O=c1nc(N/N=C/c2ccccn2)cn[nH]1 | 31* | -1 | -26 | 97 | -14 | 0.2 | 15 | -4

(listing goes on)
no.	Molecule	PfHsp90 set2	Ecoli viability	phage Ecoli inh	OPRM1-OPRD1 inv	Tat export inh	AddAB inh	DSG3 Ab inh	SUMO Mot1 rescue	OPRM1-OPRD1 ag	Arrestin-AP2 inh	PKA-R1A activ
26	Cc1ccc(-c2nc(N)n(C(=O)c3cccs3)n2)cc1	-82	-0.2	.	10	7	6.3	99	20	-2.1	-6	0
27	O=C(Cn1c(-c2ccccc2)c[n+]2ccsc12)c1ccccc1	14	1.2	2.6	-3	-1	3.6	98	-11	0.5	18	0
28	Cc1ccccc1N1CCN(C(=O)c2cccnc2)CC1	13	.	2.1	-12	2	.	122	.	2.5	2	0
29	N#Cc1cccnc1N1CCN(C(=O)c2ccc3c(c2)S(=O)(=O)c2ccccc2C3=O)CC1	2	3.7	1.1	-3	0	2.2	102	4	0.5	-2	3
30	O=C1C(=O)N(Cc2cccnc2)C(c2cccc(F)c2)/C1=C(/O)c1ccc2c(c1)OCO2 (centres undefined)	0	-0.8	0.8	8	-4	3.0	103	242	-2.1	28	-7
31	CCc1nnc(NS(=O)(=O)c2ccc(NC(=S)NC(=O)c3ccccc3)cc2)s1	-15	3.3	0.7	3	-4	4.0	83	3	-0.4	34	-6
32	Cc1nn(C)c(C)c1/C=C(/C(=O)C(C)C)n1cncn1	0	-2.7	4.9	15	-9	1.1	.	68	-2.9	3	4
33	CCCn1c(SCC(=O)NCc2ccccc2)n[nH]c1=O	-41	2.3	2.9	11	-2	1.9	106	-10	-2.0	1	3
34	Cc1ccc(-c2noc(CCC(=O)N3CCN(c4cccc(C(F)(F)F)c4)CC3)n2)cc1	-25	-1.4	0.6	4	-2	3.1	103	-17	-0.9	4	-8
35	CN(C)c1cc(NC(=O)CNC(C)(C)C)c2ccccc2n1	-27	-2.0	-3.6	1	3	-0.8	106	-16	-0.1	28	-6
36	Cc1cc(C)c2c3c(oc2n1)C(=O)N(c1cccc(Cl)c1)CC(=O)N3	14	0.2	-0.4	17	-3	-1.8	113	163	-3.5	35	-3
37	c1ccc(CCn2cnc3ccccc32)cc1	-16	-3.6	-0.9	11	-4	4.1	101	-4	-2.3	17	3
38	O=C1Nc2ccccc2C1(O)c1ccccc1O (centres undefined)	19	-0.3	2.7	17	-8	1.1	107	0	-3.8	-10	2
39	CCOc1cc(/C=C2\C(=O)ON=C2C)ccc1OCc1ccccc1	11	1.7	2.1	-9	-1	0.1	105	1	1.8	.	-6
40	COc1cccc(/C=N\NC(=O)Cn2nnc3ccccc32)c1O	13	-2.4	2.9	.	-1	1.9	104	5	.	17	.
41	OCC1(Cc2ccccc2F)CCCN(CCc2ccccc2)C1 (centres undefined)	8	0.7	1.2	-4	6	4.3	96	-12	0.8	12	0
42	O=C(NNS(=O)(=O)c1ccccc1[N+](=O)[O-])c1ccccc1Cl	-17	-2.5	3.4	-9	-2	-1.1	107	89	1.6	4	10
43	CCc1ccc(S(=O)(=O)Nc2ccc(Br)cn2)cc1	-33	2.2	2.3	-2	-4	-1.3	108	-1	0.5	6	-2
44	O=c1cc(CSc2nnc3ccccn23)c2c(ccc3ccccc32)o1	3	-1.0	4.5	11	-3	-0.3	112	17	-2.0	28	3
45	Cc1ccc(/C=C(\NC(=O)c2ccccc2)C(=O)NCC2CCCO2)o1 (centres undefined)	16	0.2	4.3	-19	-3	2.3	85	-1	2.8	5	13
46	Cc1[nH]c(=O)[nH]c(=O)c1NC(=O)CSc1ncccc1-c1nc2ccccc2[nH]1	-17	-0.7	.	-8	-8	2.5	100	10	1.5	-11	-3
47	CC(=O)N(C)c1ccc(OCC(O)CN(c2ccccc2C)S(=O)(=O)c2ccc(C)cc2)cc1 (centres undefined)	-8	1.0	0.9	-14	5	0.3	106	1	2.0	6	-2
48	O=C1OC(c2ccc3c(c2)OCO3)N(C(=O)c2ccc(Cl)c(Cl)c2)c2ccccc21 (centres undefined)	22	1.5	3.7	8	0	5.3	106	99	-2.0	-19	-16
49	Cc1ccc(Cl)cc1N1CCN(C(=O)C2CCN(c3nnc(-n4cccc4)s3)CC2)CC1	7	-2.8	3.2	6	0	4.7	102	-6	-1.2	0	2

Along the list, as entered above:
Entries 26–35 in Tat export inh: 7, -1, 2, 0, -4, -4, -9, -2, -2, 3
Entries 26–35 in OPRM1-OPRD1 inv: 10, -3, -12, -3, 8, 3, 15, 11, 4, 1

Of the compounds above, three contain two or more sulfur atoms:
no.	Molecule	PfHsp90 set2	Ecoli viability	phage Ecoli inh	OPRM1-OPRD1 inv	Tat export inh	AddAB inh	DSG3 Ab inh	SUMO Mot1 rescue	OPRM1-OPRD1 ag	Arrestin-AP2 inh	PKA-R1A activ
9	Cc1nnc(SCC(=O)Nc2ccc3[nH]c(=O)[nH]c3c2)s1	.	0.1	1.5	-6	0	0.0	109	-15	0.9	30	-4
19	O=C(Nc1nnc(SCC(=O)N2CCCc3ccccc32)s1)c1ccc2ccccc2c1	-24	1.0	-4.3	15	0	5.2	106	-8	-2.9	-5	6
31	CCc1nnc(NS(=O)(=O)c2ccc(NC(=S)NC(=O)c3ccccc3)cc2)s1	-15	3.3	0.7	3	-4	4.0	83	3	-0.4	34	-6
